Compound activity (PubChem)
S1P3 ag: S1P3 (human) receptor agonism. S1P3 NFAT-BLA reporter cells, FRET ratio; relative to 1 µM S1P, basal subtracted. activation, % at 4.5 µM. 60,000 tested, 0.1% active. AID 373;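 active means activation above the screen-wide mean plus 3 SD, cut at about 4.5% in these data, passing the limit was not always enough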; further: some compounds called inactive have numbers as strong as hits
Target sequence (Q99500 whole entry, looked up): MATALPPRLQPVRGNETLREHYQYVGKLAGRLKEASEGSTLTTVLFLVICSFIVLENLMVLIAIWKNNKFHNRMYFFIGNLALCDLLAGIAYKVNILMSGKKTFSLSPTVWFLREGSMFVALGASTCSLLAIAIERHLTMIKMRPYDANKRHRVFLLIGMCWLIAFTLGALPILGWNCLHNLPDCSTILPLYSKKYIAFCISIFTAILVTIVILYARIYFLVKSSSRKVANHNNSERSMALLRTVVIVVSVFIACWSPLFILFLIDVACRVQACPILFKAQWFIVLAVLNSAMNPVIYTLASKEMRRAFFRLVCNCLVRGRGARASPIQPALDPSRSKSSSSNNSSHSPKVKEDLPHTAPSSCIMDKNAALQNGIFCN
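Material: Human S1P3 NFAT-BLA reporter CHO cells | Incubation: Overnight plating, 4 h compound 37 °C, 2 h substrate RT | Signal: FRET β-lactamase substrate fluorescence, excitation 405 nm, 460/535 nm emission ratio, background-subtracted | Compound: 4.5 µM final, single dose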
Her2 expr inh: Her2 kinase expression inhibition; P04626; SKBR-3 HER2 protein level, AlphaScreen, 18-24 h; hits give low values; HER2 level % of control, % at 10 µM; 65,000 tested, 0.69% active; AID 645;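 active means HER2 level under 5% of the carrier-only control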;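 further: 100% = DMSO carrier and 0% = 500 nM PU-H71 HSP90 inhibitor; lower value means stronger loss of Her2 protein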
S1P1 ag-PAM: agonists and agonism potentiators of human S1P1 receptor; 56,000 tested, 0.57% active; activation, % at 9.5 µM; S1P1 CRE-bla cells, forskolin, beta-lactamase FRET, potentiator mode; S1P1 agonist co-added at EC20, 2 nM; 100% = saturating reference agonist, 0% = basal;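 active means activation above a cutoff set at the mean activation of all tested compounds plus 3 SD, cut at about 54% in these data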;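 further: forskolin at 4 µM as EC80 and the EC20 agonist is SEW2871; 100% = SEW2871 at its EC100 plus forskolin at EC80; some compounds past the cut are filed as inactive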
M1 agonist: agonists of M1 muscarinic receptor; CHO-M1 cells, Fluo-4 calcium fluorescence, agonist mode; hits give high values; B-score at 10 µM; 64,000 tested, 3% active; AID 626;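 active means fluorescence rise, raw or as B-score row- and column-corrected plate score, outside the 99.7% band of its plate's samples, either direction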
5HT1E antag: blocks the human 5-HT1E serotonin receptor; P28566; CHO 5-HT1E Ga15 NFAT-bla reporter, FRET, antagonist; inhibition, % at 6 µM; 65,000 tested, 0.99% active;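 active means inhibition above a set limit, the mean inhibition across every tested compound plus 3 SD, cut at about 29% in these data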;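 further: signal is the 460 over 535 nm emission ratio of beta-lactamase substrate; 0% = agonist plus DMSO wells and 100% = wells without agonist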
Target sequence (P28566 whole entry, looked up): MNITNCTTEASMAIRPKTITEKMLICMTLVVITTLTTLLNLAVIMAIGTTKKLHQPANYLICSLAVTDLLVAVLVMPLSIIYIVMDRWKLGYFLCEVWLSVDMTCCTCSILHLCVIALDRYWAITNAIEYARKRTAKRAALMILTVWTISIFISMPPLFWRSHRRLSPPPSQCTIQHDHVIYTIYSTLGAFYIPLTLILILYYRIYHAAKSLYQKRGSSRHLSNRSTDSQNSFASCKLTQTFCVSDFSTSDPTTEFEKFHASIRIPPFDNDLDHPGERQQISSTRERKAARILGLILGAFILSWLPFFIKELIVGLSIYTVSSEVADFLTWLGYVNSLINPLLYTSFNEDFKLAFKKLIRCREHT
M1 antag: antagonists of rat M1 muscarinic receptor; P08482; CHO-M1 cells, Fluo-4 calcium, ACh EC80 antagonist mode; hits give low values; B-score at 10 µM; 64,000 tested, 3.4% active;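 active means calcium fluorescence response, raw or row-and-column corrected B-score, differing from the plate sample mean either way at a set confidence level, mostly lower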
Jurkat tox 60K: reduces viability or proliferation of Jurkat cells. Jurkat E6.1 viability, ATP luminescence, 48 h. inhibition, % at 4 µM. 56,000 tested, 1.2% active;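 active means inhibition above the mean inhibition of all tested compounds plus 3 SD, cut at about 28% in these data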
HEK293 NFkB inh: lowers PMA/ionomycin-induced NF-kB signal in HEK293 cells; HEK-293 NF-kB luciferase reporter, luminescence; inhibition, % at 3 µM; 62,000 tested, 0.21% active; AID 465;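 active means inhibition above the mean of all tested compounds plus 3 SD, cut at about 40% in these data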;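 further: 0% = stimulated DMSO wells and 100% = 10 µM reference inhibitor 5653914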
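Signal: luciferase luminescence; Material: HEK-293 cells with stable firefly luciferase reporter driven by four HIV NF-kB elements; Probe or stimulus: PMA with ionomycin; Replication: tested once; Times: 1 h compound pretreatment, then 16 h stimulation at 37 °C, 5% CO2; Benchmarks: DMSO and 10 µM reference inhibitor; Evaluation: per-plate % inhibition versus controls.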
HTR1E agonist: agonists of human 5-HT1E serotonin receptor | P28566 | CHO 5-HT1E Ga15 NFAT-bla reporter, FRET; 0% DMSO wells, 100% control agonist wells | activation, % at 6 µM | 65,000 tested, 0.69% active;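 active means activation above a set limit, the screen-wide mean activation plus 3 SD, cut at about 8.5% in these data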;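 further: 100% = positive control agonist at 1 µM giving full maximal response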
Active calls of the source: *; nt = not tested or not shown. Rows were taken by chance. About 9.2% of those tested had a hit in this group.

item	mol	S1P3 ag	Her2 expr inh	S1P1 ag-PAM	M1 agonist	5HT1E antag
1	CCOC(=O)c1sc2nc(NC(=O)C(C)(C)C)sc2c1C	-1.6	82	74	-1.6	-3
2	CCOCCCNC(=O)c1c[nH]c2ccc(S(=O)(=O)Nc3cccc(OC)c3)cc2c1=O	-0.1	71	4	-0.43	0
3	CN(CC(CC(=O)Nc1nncs1)c1ccccc1)S(=O)(=O)c1ccccc1 (centres undefined)	-0.5	93	-18	-0.4	-3
4	COc1ccc(N2CCN(C(=O)c3ccc(C)c(Cl)c3)CC2)cc1	-1.1	169	0	1.1	4
5	O=C(c1cccs1)c1coc2ccc(O)c(CN3CCOCC3)c12	-1.0	105	-17	0.034	8
6	O=C(Cn1cnc2c(nnn2Cc2ccc(F)cc2)c1=O)OCc1ccccc1	-0.4	92	-8	0.23	1
7	CNc1ccccc1C(C)(C)c1cc(-c2ccco2)n[nH]1	-0.8	66	-25	0.43	0
8	CCCNc1nc(N2CCOCC2)nc(N2CCOCC2)n1	0.1	92	-11	0.97	8
9	Cc1ccc2[nH]c(=O)c(CN(CCCN3CCOCC3)C(=O)NC3CCCCC3)cc2c1	-1.3	75	4	0.35	0
10	CC(C)Oc1ccc(C2NC(=O)NC2=O)cc1 (centres undefined)	-0.3	82	-5	-0.023	-3
11	N#Cc1cccc(-n2c(-c3ccccc3)nnc2-c2ccccc2)c1C#N	-3.8	88	2	0.86	14
12	CC(=O)c1cc(-c2ccccc2)n(CC(=O)N2CCN(C3CCCC3)CC2)c1C	-0.6	94	9	0.91	9

item	M1 antag	Jurkat tox 60K	HEK293 NFkB inh	HTR1E agonist
1	-0.71	10	-67	-0.2
2	-0.4	0	8	0.2
3	0.21	4	7	0.3
4	0.63	1	10	-0.1
5	-0.44	-2	13	-0.2
6	0.15	7	3	-0.1
7	-0.099	-4	17	0.5
8	-2.4	2	34	-0.2
9	-0.84	5	2	-0.8
10	-0.13	3	19	-0.4
11	0.0038	nt	nt	-0.3
12	0.045	-1	12	1.1

Continued:
item	mol	S1P3 ag	Her2 expr inh	S1P1 ag-PAM	M1 agonist	5HT1E antag
13	O=C(CCn1c(=O)oc2ccccc21)n1c(=O)oc2ccccc21	-0.3	85	10	-0.16	4
14	COc1ccccc1NC(=O)CC1C(=O)NCCN1C(=O)Nc1ccc(Cl)c(Cl)c1 (centres undefined)	-1.3	nt	6	-2.1*	-6
15	CCN(CC)CCNc1ncnc2c1[nH]c1ccc(OC)cc12	-6.9	76	5	0.96	11
16	CCCCc1ccc(NC(=O)N[C@H](C(=O)O)C(C)CC)cc1 (some centres undefined)	-0.8	107	-14	2	0
17	CN(C(=O)CN1CCC(NC(=O)C2CCCCC2)CC1)C1CCCCC1	-0.2	104	0	-0.058	-2
18	[O-]/[N+](=C\c1ccncc1)c1ccccc1	-0.8	94	-7	-0.74	-2
19	Cc1cccc(CC2CC(=O)N(C3CCCCC3)C2=O)c1 (centres undefined)	-0.2	72	8	-0.12	-2
20	O=C(Nc1ccc(F)cc1F)c1cc2ncc(Br)cn2n1	-0.8	94	nt	-0.85	17
21	O=C1c2ccccc2C(=O)N1CCSc1nncs1	0.1	106	-8	0.24	-2
22	CCn1c(SCC(=O)NC(C)(C)C)nc(O)cc1=O	-0.5	122	-5	0.17	-2
23	O=C1CCC(c2ccccc2)N1C(=O)c1cccnc1 (centres undefined)	-1.1	85	-1	-0.74	2
24	CCN1/C(=C(\O)c2ccccc2)C(=O)c2ccccc2S1(=O)=O	-0.7	69	3	0.93	5

item	M1 antag	Jurkat tox 60K	HEK293 NFkB inh	HTR1E agonist
13	-0.32	-5	19	-0.2
14	-0.28	-5	17	0.4
15	0.15	nt	nt	-0.7
16	0.074	1	19	0.2
17	-0.9	-1	9	-1.0
18	0.29	-10	18	0.1
19	-0.088	-10	16	0.1
20	0.26	8	-6	0.0
21	-0.059	-2	5	0.3
22	0.94	-13	5	-0.1
23	-0.36	-6	17	-0.7
24	0.57	14	21	1.4

(further entries)
item	mol	S1P3 ag	Her2 expr inh	S1P1 ag-PAM	M1 agonist	5HT1E antag
25	O=C(NCc1ccccc1Cl)c1cnc2n(c1=O)CCS2	-0.1	85	-16	-0.36	7
26	FC(F)(F)c1cc(-c2ccccc2)nc(N2CCCCC2)n1	-0.1	nt	nt	-1.6	3
27	Cc1nnc(SCC(=O)Nn2cnnc2)s1	0.7	70	-4	-0.15	-6
28	O=C1C=C(NCc2ccco2)CC(c2ccc(Cl)cc2)C1 (centres undefined)	nt	59	nt	-0.87	1
29	O=C(O)[C@H](Cc1ccccc1)NC(=O)N1CCOCC1	0.2	77	2	0.059	2
30	CCOC(=O)c1cc(=O)n2[nH]c(-c3ccc(C)cc3)cc2n1	0.7	90	-12	-0.32	-4
31	Cc1ccccc1C(=O)N1CCC(C(=O)Nc2ccc(S(=O)(=O)N3CCCC3)cc2)CC1	-0.8	73	10	0.53	-7
32	CCCCN(C)CCCNC(=O)c1ccc2c(c1)NC(=O)C(N1CCOCC1)S2 (centres undefined)	0.0	76	-4	0.0058	-10
33	Cc1occc1C(=O)Nc1cccc(C(=O)NCc2ccccc2)c1	-1.3	76	19	-1.8	10
34	Oc1ccc(-c2cccc(-c3ccc(O)cc3)n2)cc1	0.0	94	26	0.33	-2
35	Cn1c(=O)c(C(=O)Nc2ccccn2)c(O)c2ccccc21	-0.7	32	-4	-1.1	3
36	O=C1CC(c2nc3ccccc3[nH]2)CN1c1cccc(C(F)(F)F)c1 (centres undefined)	-0.4	145	1	-0.35	15

item	M1 antag	Jurkat tox 60K	HEK293 NFkB inh	HTR1E agonist
25	-0.1	12	17	0.4
26	-0.046	-9	13	0.0
27	0.69	-5	6	1.4
28	-0.049	nt	-4	0.5
29	1.1	1	-1	1.1
30	0.35	-3	7	-1.4
31	0.042	10	9	0.5
32	-1.3	-4	5	5.1
33	1.3	-1	-1	0.6
34	0.21	0	16	-0.3
35	-0.052	4	-35	-0.7
36	-0.4	4	11	-2.1

(listing goes on)
item	mol	S1P3 ag	Her2 expr inh	S1P1 ag-PAM	M1 agonist	5HT1E antag
37	C/C(Cl)=C\Cn1c(NCCCn2ccnc2)nc2c1c(=O)n(C)c(=O)n2C	-0.9	83	-9	1.8	4
38	O=C(CSCCO)Nc1cccc2ccccc12	0.5	102	nt	0.094	-1
39	Cc1nc2ccc(N)cc2s1	-1.1	98	-8	1.1	4
40	O=C1NCCN1C(=O)N(c1ccccc1)c1ccccc1	-1.0	84	4	0.11	-3
41	O=C1N2CCCc3cccc(c32)C12Nc1ccccc1S2 (centres undefined)	-0.5	91	11	-0.016	-1
42	CCOC(=O)c1[nH]c(C)c(C(=O)OCCN2C(=O)c3ccccc3C2=O)c1C	-0.9	68	6	-0.002	37*
43	COCc1nnc(SCC(=O)NC(C)c2ccccc2)n1-c1ccccc1 (centres undefined)	-1.4	nt	5	0.28	-2
44	Cc1ccc(C(C(=O)NC2CCCCC2)N(CCC(C)C)C(=O)CNC(=O)c2ccco2)o1 (centres undefined)	0.5	101	-1	-0.21	-8
45	CC(Sc1ccc(Br)cc1)C(N)=O (centres undefined)	-0.6	95	16	-1.1	-12
46	COC(=O)c1ccc(-c2nn(C)c(=O)c3ccccc23)cc1	-0.8	112	7	0.12	22
47	CCOc1ccc(/C(=N\O)C(C)NO)cc1 (centres undefined)	0.0	110	-19	-0.46	6
48	O=C(c1ccccc1)N1CCn2c(nc3ccccc32)C1	-1.6	108	-10	-0.83	-12

item	M1 antag	Jurkat tox 60K	HEK293 NFkB inh	HTR1E agonist
37	0.28	-8	9	-0.5
38	0.48	-6	16	-0.3
39	-0.16	-6	14	0.2
40	0.34	-2	3	0.4
41	0.14	2	4	0.5
42	-0.17	-1	3	-1.7
43	0.12	0	12	-1.1
44	-0.032	-2	22	-0.3
45	0.33	-2	18	0.7
46	0.13	-4	19	0.4
47	-0.08	-1	-2	-0.6
48	0.014	-1	16	0.8

Other compounds
item	mol	S1P3 ag	Her2 expr inh	S1P1 ag-PAM	M1 agonist	5HT1E antag
49	CC(=O)N(C)c1ccc(NC(=O)c2ccccc2C(=O)O)cc1	-0.3	115	2	-0.41	-6
50	O=C(O)CNC(=O)c1ccc2c(c1)OCCO2	0.9	91	1	-0.82	-1
51	Brc1cccc(-c2nnc(-c3ccccc3)o2)c1	-0.6	51	nt	-0.18	-8
52	O=C1CC(c2ccccc2)NC(=O)N1 (centres undefined)	-0.3	109	2	-0.0049	0
53	COC(=O)CN1C(=O)N(c2ccccc2)C(N(O)C(=O)Nc2ccccc2)C1(C)C (centres undefined)	-0.2	96	-8	-0.096	-8
54	Cc1ccccc1-c1noc(-c2ccc(O)cc2)n1	-0.6	106	80	-0.92	-4
55	COC(=O)CNc1nc(-c2ccncc2)nc2ccccc12	-0.8	82	-14	-0.0041	7

item	M1 antag	Jurkat tox 60K	HEK293 NFkB inh	HTR1E agonist
49	1.3	-3	12	0.0
50	0.17	-2	0	0.3
51	0.0071	-3	-35	0.3
52	0.51	nt	nt	0.2
53	0.55	-6	18	0.4
54	0.17	8	16	0.0
55	-0.13	-8	2	0.1

Full records, looked up by structure.
O=C1CC(c2ccccc2)NC(=O)N1 (centres undefined) is entered as S1P3 ag = -0.3; Her2 expr inh = 109; S1P1 ag-PAM = 2; M1 agonist = -0.0049; 5HT1E antag = 0; M1 antag = 0.51; Jurkat tox 60K = nt; HEK293 NFkB inh = nt; HTR1E agonist = 0.2
CC(=O)N(C)c1ccc(NC(=O)c2ccccc2C(=O)O)cc1 is entered as S1P3 ag = -0.3; Her2 expr inh = 115; S1P1 ag-PAM = 2; M1 agonist = -0.41; 5HT1E antag = -6; M1 antag = 1.3; Jurkat tox 60K = -3; HEK293 NFkB inh = 12; HTR1E agonist = 0.0
